Screening results from PubChem BioAssay.
ABCB1 inh: blocks JC-1 efflux by human ABCB1 transporter | inhibition, % at 6.6 µM | P08183 | 190,000 tested, 0.067% active | CCRF-Adr cells, flow cytometry; in the data active = inhibition above about 40%;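 also: 0% = vehicle and 100% = reference inhibitor; higher value means more JC-1 retained so stronger ABCB1 efflux block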
Target sequence (P08183 whole entry, looked up): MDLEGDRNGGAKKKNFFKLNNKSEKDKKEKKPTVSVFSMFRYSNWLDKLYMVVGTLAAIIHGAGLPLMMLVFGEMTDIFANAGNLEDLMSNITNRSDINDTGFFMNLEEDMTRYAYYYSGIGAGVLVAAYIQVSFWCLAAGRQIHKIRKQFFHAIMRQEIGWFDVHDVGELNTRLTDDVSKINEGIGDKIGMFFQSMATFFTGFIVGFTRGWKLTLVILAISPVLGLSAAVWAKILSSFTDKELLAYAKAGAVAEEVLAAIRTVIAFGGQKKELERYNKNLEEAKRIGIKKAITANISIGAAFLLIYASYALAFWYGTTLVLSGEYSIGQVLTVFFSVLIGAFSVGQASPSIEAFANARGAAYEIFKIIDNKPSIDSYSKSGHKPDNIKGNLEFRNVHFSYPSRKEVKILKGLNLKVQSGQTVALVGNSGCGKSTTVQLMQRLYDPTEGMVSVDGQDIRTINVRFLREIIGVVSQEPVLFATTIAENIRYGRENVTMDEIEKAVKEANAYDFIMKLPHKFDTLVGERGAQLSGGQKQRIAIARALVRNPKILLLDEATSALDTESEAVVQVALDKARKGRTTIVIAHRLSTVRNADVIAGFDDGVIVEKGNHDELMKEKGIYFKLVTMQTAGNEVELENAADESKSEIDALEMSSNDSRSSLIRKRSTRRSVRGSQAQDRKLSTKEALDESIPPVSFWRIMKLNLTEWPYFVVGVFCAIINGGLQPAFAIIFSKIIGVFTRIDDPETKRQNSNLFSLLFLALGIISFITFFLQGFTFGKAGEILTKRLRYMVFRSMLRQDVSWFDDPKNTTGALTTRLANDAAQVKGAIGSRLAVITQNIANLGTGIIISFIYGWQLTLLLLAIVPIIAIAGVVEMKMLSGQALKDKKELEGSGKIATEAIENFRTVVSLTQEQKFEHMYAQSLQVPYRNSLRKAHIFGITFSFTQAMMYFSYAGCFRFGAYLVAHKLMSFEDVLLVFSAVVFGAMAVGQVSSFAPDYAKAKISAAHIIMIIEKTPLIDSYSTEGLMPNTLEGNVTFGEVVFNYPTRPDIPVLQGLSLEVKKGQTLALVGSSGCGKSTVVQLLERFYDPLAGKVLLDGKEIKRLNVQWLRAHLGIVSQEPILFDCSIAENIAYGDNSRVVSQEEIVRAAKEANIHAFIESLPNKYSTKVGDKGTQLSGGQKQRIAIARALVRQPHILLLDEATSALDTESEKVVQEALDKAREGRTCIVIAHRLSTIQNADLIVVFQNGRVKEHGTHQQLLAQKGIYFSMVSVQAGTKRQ
Bim-Bfl-1: human Bim-Bfl-1 interaction inhibition. Q16548. Bead-based flow cytometry, Bim-Bfl-1 binding inhibition. inhibition, % at 10 µM. 190,000 tested, 0.12% active. AID 1008;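 also: 0% = wells without compound plus tracer and 100% = blocker peptide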
GSH fluor: compound fluoresces at 488/530 nm on GSH beads. AID 1776. 190,000 tested, 0.25% active. fluorescence (KMESF) at 10 µM. GSH beads flow cytometry, compound fluorescence 488/530 nm; active compounds read high; in the data active = fluorescence above about 89;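 also: glutathione beads carrying GST-tagged Bcl family fusion proteins plus one bare bead set; values are compound well signal with DMSO vehicle wells as background; inactives centre near 16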
Bcl-2 Bim block: inhibitors of Bim-Bcl-2 interaction, human; P10415; Bead-based flow cytometry, Bim peptide-Bcl-2 binding; inhibition, % at 10 µM; 190,000 tested, 0.06% active; in the data active = inhibition above about 40%; inconclusive = no clear call, values can overlap the other calls;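 also: 0% = no compound wells with probe peptide and 100% = reference peptide inhibitor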
Bcl-XL Bim block: human Bim-Bcl-XL interaction inhibition. Bim peptide-Bcl-XL binding, bead flow cytometry, fluorescence. inhibition, % at 10 µM. 190,000 tested, 0.04% active. AID 1007
RGS4-Gao reg: modulates binding of RGS4 to human Galphao. P09471. Multiplexed bead flow cytometry; actives lie on both sides. binding response (% of control), % at 10 µM. 220,000 tested, 0.33% active. AID 1415; in the data active = binding response below about 49% or above about 150%; inactive = in between;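 also: fluorescent Galphao activated with aluminum fluoride binding bead-coupled RGS4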
RGS7-Gao reg: modulates binding of RGS7 to human Galphao; P09471; AID 1439; 220,000 tested, 0.35% active; binding response (% of control), % at 10 µM; Multiplexed bead flow cytometry; actives lie on both sides; in the data active = binding response below about 49% or above about 150%; inconclusive = no clear call, values can overlap the other calls; inactive = in between;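 also: fluorescent Galphao held in activated GDP-AlF4 state binding bead-coupled RGS7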
Avidin bead fluor: compound fluoresces at 488/530 nm on avidin beads; 220,000 tested, 0.38% active; fluorescence (KMESF) at 10 µM; compound fluorescence 488/530 nm, flow cytometry; active compounds read high; in the data active = fluorescence above about 47; also: inactives centre near 10
Bim-Bcl-W: inhibitors of Bim-Bcl-W interaction, human; inhibition, % at 10 µM; AID 952; 190,000 tested, 0.02% active; Q92843; bead-based flow cytometry, Bim peptide-Bcl-W binding;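 also: 0% = bound tracer without compound and 100% = peptide blocker; higher means less fluorescent Bim peptide bound to Bcl-W beads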
ABCG2 block: human ABCG2 inhibition, ABCB1 as counter-screen; IgMXP3 cells, JC-1 efflux, flow cytometry; 190,000 tested, 0.1% active; inhibition, % at 6.6 µM;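 active = inhibition above 80%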;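 also: 0% = DMSO and 100% = nicardipine control wells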
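System: two drug-resistant human cell lines, ABCG2 and ABCB1; controls: nicardipine high and DMSO low controls; times: 10 min exposure at 25 °C with rotation, no wash; detection: flow cytometry of retained JC-1 fluorescence; read-out basis: percent efflux inhibition, scaled nicardipine 100% to DMSO 0%; doses: one concentration, 6.6 µM final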
Bcl-B Bim block: human Bim-Bcl-B interaction inhibition; bead-based flow cytometry, Bim peptide-Bcl-B binding; 190,000 tested, 0.073% active; Q9HD36; inhibition, % at 10 µM;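 also: 0% = tracer peptide without compound and 100% = reference inhibitor peptide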
The depositor's hits bear a star; [ ] = another dose, or the depositor's remark. Rule as the data show it, unless noted: active = inhibition above about 40%. Rows were taken by chance; any-hit rate near 1.3%.

`O=C(Cn1nc(-c2ccccc2)ccc1=O)Nc1cccc(NC(=O)c2ccccn2)c1` gave ABCB1 inh 1.6, Bim-Bfl-1 -3.0, GSH fluor 15, Bcl-2 Bim block 0.0, Bcl-XL Bim block 0.0, RGS4-Gao reg 99.7, RGS7-Gao reg 98.3, Avidin bead fluor 21, Bim-Bcl-W -5.0, ABCG2 block 7.0 and Bcl-B Bim block -7.0.
For COc1ccc(-c2nc(-c3ccc(Br)o3)no2)cc1OC the results were ABCB1 inh -3.1, Bim-Bfl-1 3.0, GSH fluor 20, Bcl-2 Bim block 0.0, Bcl-XL Bim block 1.0, RGS4-Gao reg 97.3, RGS7-Gao reg 95.2, Avidin bead fluor 4, Bim-Bcl-W -4.0, ABCG2 block -3.0 and Bcl-B Bim block 2.0.
`O=C(CCN1C(=O)c2ccccc2S1(=O)=O)Nc1ccccc1` gave ABCB1 inh 0.0, Bim-Bfl-1 -3.0, GSH fluor 19, Bcl-2 Bim block 1.0, Bcl-XL Bim block -1.0, RGS4-Gao reg 92.6, RGS7-Gao reg inconclusive, Avidin bead fluor 9, Bim-Bcl-W -1.0, ABCG2 block -1.1 and Bcl-B Bim block -1.0.
O=[N+]([O-])c1ccc(N2CCOCC2)cn1 was read as ABCB1 inh 0.2, Bim-Bfl-1 -6.0, GSH fluor 11, Bcl-2 Bim block -5.0, Bcl-XL Bim block -2.0, RGS4-Gao reg 96.2, RGS7-Gao reg 96.8, Avidin bead fluor 11, Bim-Bcl-W 0.0, ABCG2 block 2.0 and Bcl-B Bim block -5.0.
COCCCNC(=O)c1ccc(CS(=O)(=O)c2ccc(OC)cc2)o1 was read as ABCB1 inh 0.6, Bim-Bfl-1 -12.0, GSH fluor 14, Bcl-2 Bim block -11.0, Bcl-XL Bim block -11.0, RGS4-Gao reg 99.9, RGS7-Gao reg 100.6, Avidin bead fluor 24, Bim-Bcl-W -7.0, ABCG2 block 8.2 and Bcl-B Bim block -8.0.
Screening CC(=O)c1cccc(NC(=O)N2CCCC2C(=O)NCCC(C)C)c1 (stereo unspecified) returned ABCB1 inh 0.3, Bim-Bfl-1 -3.0, GSH fluor 27, Bcl-2 Bim block -2.0, Bcl-XL Bim block 0.0, RGS4-Gao reg 99.0, RGS7-Gao reg 99.0, Avidin bead fluor 6, Bim-Bcl-W -5.0, ABCG2 block 0.8 and Bcl-B Bim block -3.0.
CCOC(=O)c1ccc(N2CN(CC)CNC2=S)cc1 was read as ABCB1 inh 0.7, Bim-Bfl-1 -15.0, GSH fluor 18, Bcl-2 Bim block -11.0, Bcl-XL Bim block -7.0, RGS4-Gao reg 100.3, RGS7-Gao reg 102.4, Avidin bead fluor 17, Bim-Bcl-W -4.0, ABCG2 block 6.7 and Bcl-B Bim block -10.0.
For c1cc(CN2CCN(C3CCCCCC3)CC2)ccn1 the results were ABCB1 inh 0.6, Bim-Bfl-1 -14.0, GSH fluor 12, Bcl-2 Bim block -6.0, Bcl-XL Bim block -2.0, RGS4-Gao reg 104.7, RGS7-Gao reg 103.7, Avidin bead fluor 25, Bim-Bcl-W -3.0, ABCG2 block 2.2 and Bcl-B Bim block -5.0.
`O=C(CSc1c2c(nc3ccc(Cl)cc13)CCCC2)NCc1ccco1` gave ABCB1 inh 2.4, Bim-Bfl-1 0.0, GSH fluor 38, Bcl-2 Bim block -3.0, Bcl-XL Bim block -8.0, RGS4-Gao reg 107.2, RGS7-Gao reg 105.4, Avidin bead fluor 8, Bim-Bcl-W 0.0, ABCG2 block 48.0 and Bcl-B Bim block 1.0.
Screening CCOc1ccccc1N1CCN(CC(=O)Nc2cc(C)on2)CC1 returned ABCB1 inh -0.2, Bim-Bfl-1 0.0, GSH fluor 67, Bcl-2 Bim block -3.0, Bcl-XL Bim block -1.0, RGS4-Gao reg 101.8, RGS7-Gao reg 103.2, Avidin bead fluor 9, Bim-Bcl-W 2.0, ABCG2 block 0.1 and Bcl-B Bim block 0.0.
`O=C(CSc1ncnc2c1nnn2-c1ccc(F)cc1)NCc1ccco1` gave ABCB1 inh 0.3, Bim-Bfl-1 -6.0, GSH fluor 29, Bcl-2 Bim block -7.0, Bcl-XL Bim block -11.0, RGS4-Gao reg 99.1, RGS7-Gao reg 96.5, Avidin bead fluor 7, Bim-Bcl-W -10.0, ABCG2 block 3.2 and Bcl-B Bim block -13.0.
Cc1ccc(NC(=O)c2ccc(CSc3nnnn3C)cc2)cc1 was read as ABCB1 inh 0.6, Bim-Bfl-1 -19.0, GSH fluor 37, Bcl-2 Bim block -9.0, Bcl-XL Bim block -8.0, RGS4-Gao reg 99.8, RGS7-Gao reg 98.5, Avidin bead fluor 13, Bim-Bcl-W -1.0, ABCG2 block 14.1 and Bcl-B Bim block -10.0.
O=P(COCCO)(c1ccccc1)c1ccccc1 was read as ABCB1 inh 0.6, Bim-Bfl-1 -7.0, GSH fluor 44, Bcl-2 Bim block -7.0, Bcl-XL Bim block -2.0, RGS4-Gao reg 100.7, RGS7-Gao reg 102.8, Avidin bead fluor 36, Bim-Bcl-W 1.0, ABCG2 block 2.6 and Bcl-B Bim block -3.0.
`O=C(COn1nnc2ccc(S(=O)(=O)N3CCOCC3)cc21)Nc1c(F)c(F)c(F)c(F)c1F` gave ABCB1 inh -0.6, Bim-Bfl-1 -2.0, GSH fluor 22, Bcl-2 Bim block -4.0, Bcl-XL Bim block 0.0, RGS4-Gao reg 103.5, RGS7-Gao reg 108.8, Avidin bead fluor 12, Bim-Bcl-W 2.0, ABCG2 block -1.5 and Bcl-B Bim block 0.0.
COc1ccc(-n2cc(C(=O)c3ccc4ccccc4c3O)cn2)cc1 was read as ABCB1 inh -0.4, Bim-Bfl-1 -2.0, GSH fluor 24, Bcl-2 Bim block 2.0, Bcl-XL Bim block -1.0, RGS4-Gao reg 88.3, RGS7-Gao reg 90.5, Avidin bead fluor 10, Bim-Bcl-W 3.0, ABCG2 block -1.1 and Bcl-B Bim block -2.0.
For O=C(Nc1ccc(S(=O)(=O)Nc2ncccn2)cc1)c1ccccc1NS(=O)(=O)c1ccc(F)cc1 the results were ABCB1 inh -0.4, Bim-Bfl-1 -2.0, GSH fluor 16, Bcl-2 Bim block 0.0, Bcl-XL Bim block 0.0, RGS4-Gao reg 99.9, RGS7-Gao reg inconclusive, Avidin bead fluor 10, Bim-Bcl-W 0.0, ABCG2 block 2.9 and Bcl-B Bim block 0.0.
For COc1ccc(-c2noc(Cc3ccc(Cl)cc3)n2)cc1OC the results were ABCB1 inh 0.9, Bim-Bfl-1 -4.0, GSH fluor 28, Bcl-2 Bim block -6.0, Bcl-XL Bim block -1.0, RGS4-Gao reg 109.2, RGS7-Gao reg 166.5*[activator], Avidin bead fluor 67*, Bim-Bcl-W 0.0, ABCG2 block 5.1 and Bcl-B Bim block -5.0.
Cc1cc(-n2c(C)cc(C(=O)CSc3nc4ccccc4c(=O)n3Cc3ccco3)c2C)no1 was read as ABCB1 inh 0.1, Bim-Bfl-1 -5.0, GSH fluor 47, Bcl-2 Bim block -8.0, Bcl-XL Bim block 3.0, RGS4-Gao reg 103.1, RGS7-Gao reg 102.1, Avidin bead fluor 6, Bim-Bcl-W -1.0, ABCG2 block 0.5 and Bcl-B Bim block -6.0.
`CC1CC(C)CN(C(=O)CSCC(=O)Nc2nc(-c3cccs3)cs2)C1` (stereo unspecified) gave ABCB1 inh 1.3, Bim-Bfl-1 -5.0, GSH fluor 27, Bcl-2 Bim block -7.0, Bcl-XL Bim block -2.0, RGS4-Gao reg 100.2, RGS7-Gao reg 98.0, Avidin bead fluor 5, Bim-Bcl-W 0.0, ABCG2 block 2.3 and Bcl-B Bim block -10.0.
COc1ccc(CCNC(=O)c2cnn3cccnc23)cc1OC was read as ABCB1 inh -1.0, Bim-Bfl-1 -13.0, GSH fluor 31, Bcl-2 Bim block -9.0, Bcl-XL Bim block 0.0, RGS4-Gao reg 105.4, RGS7-Gao reg 109.5, Avidin bead fluor 5, Bim-Bcl-W 0.0, ABCG2 block 1.1 and Bcl-B Bim block -6.0.
For C=CCNC(=O)C(C#N)c1nc2ccccc2nc1N1CCN(Cc2ccccc2)CC1 (stereo unspecified) the results were ABCB1 inh 1.8, Bim-Bfl-1 -3.0, GSH fluor 63, Bcl-2 Bim block -4.0, Bcl-XL Bim block -8.0, RGS4-Gao reg 108.0, RGS7-Gao reg 106.5, Avidin bead fluor 4, Bim-Bcl-W -6.0, ABCG2 block 2.8 and Bcl-B Bim block -2.0.
`Cc1sc2ncnc(Oc3ccc(-n4ccnc4)cc3)c2c1C` gave ABCB1 inh 2.5, Bim-Bfl-1 -13.0, GSH fluor 19, Bcl-2 Bim block -6.0, Bcl-XL Bim block -4.0, RGS4-Gao reg 98.4, RGS7-Gao reg 98.6, Avidin bead fluor 40, Bim-Bcl-W 0.0, ABCG2 block 48.4 and Bcl-B Bim block -2.0.
COc1ccc(N/C(N)=N/c2nc(C)cc(C)n2)c(OC)c1 was read as ABCB1 inh 0.2, Bim-Bfl-1 -2.0, GSH fluor 18, Bcl-2 Bim block -1.0, Bcl-XL Bim block 0.0, RGS4-Gao reg 102.3, RGS7-Gao reg 101.7, Avidin bead fluor 9, Bim-Bcl-W -1.0, ABCG2 block 6.1 and Bcl-B Bim block -3.0.
For O=C(Cc1ccccc1[N+](=O)[O-])NCc1ccc(Cl)cc1 the results were ABCB1 inh -0.1, Bim-Bfl-1 -4.0, GSH fluor 20, Bcl-2 Bim block -6.0, Bcl-XL Bim block -5.0, RGS4-Gao reg 213.3*[activator], RGS7-Gao reg 175.7*[activator], Avidin bead fluor 119*, Bim-Bcl-W -3.0, ABCG2 block 0.2 and Bcl-B Bim block -4.0.
`Cc1ccc(NC(=S)NNC(=O)c2c(Cl)c(C)nn2C)cc1` gave ABCB1 inh -2.9, Bim-Bfl-1 0.0, GSH fluor 21, Bcl-2 Bim block -2.0, Bcl-XL Bim block -7.0, RGS4-Gao reg 103.3, RGS7-Gao reg 100.7, Avidin bead fluor 13, Bim-Bcl-W -4.0, ABCG2 block 7.5 and Bcl-B Bim block -11.0.
Screening COC(=O)C1=NN(c2ccccc2)C2C(=O)N(c3ccccc3OC)C(=O)C12 (stereo unspecified) returned ABCB1 inh 0.7, Bim-Bfl-1 -16.0, GSH fluor 9, Bcl-2 Bim block -5.0, Bcl-XL Bim block -2.0, RGS4-Gao reg 100.6, RGS7-Gao reg 101.5, Avidin bead fluor 12, Bim-Bcl-W -1.0, ABCG2 block 2.8 and Bcl-B Bim block -5.0.
For Cc1ccc(C(=O)Nc2ccc(SC(F)F)cc2)s1 the results were ABCB1 inh 0.5, Bim-Bfl-1 -4.0, GSH fluor 15, Bcl-2 Bim block -3.0, Bcl-XL Bim block -2.0, RGS4-Gao reg 100.0, RGS7-Gao reg inconclusive, Avidin bead fluor 9, Bim-Bcl-W -2.0, ABCG2 block 6.5 and Bcl-B Bim block -4.0.
